# Screening results (PubChem BioAssay)
# S3 lipid droplet – qHTS Assay for Lipid Storage Modulators in Drosophila S3 Cells; 320,000 tested, 0.64% active; Drosophila S3 cells, BODIPY lipid droplet fluorescence, 18-24 h; cells fed with added oleic acid; AID 2685; Potency in µM for hits, for the others lipid storage change, negative = inhibition, % at the top dose, mostly 46.1 µM; active = well fitted inhibition curve with a large enough effect in the signal ratio, with a control signal flat, not every such curve was filed as active; inconclusive = small, poorly fitted or top-dose-only effect, or effect the other way, or a change in a side signal; the % refers to the signal ratio
#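 Drosophila S3 cells loaded with oleic acid (400 uM, as added) and compounds at several concentrations; lipid droplets imaged by 488-nm laser-scanning cytometry, 500–530 nm intensity and object ratio to cell channel. Percent activity normalized to 20 uM Triacsin C.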
# S3 lipid droplet cell count max – recorded beside S3 lipid droplet, whose call it bears; cell number change, %; measured here: cell count max response;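 cells counted by Cell Tracker Red CMTPX staining in the red channel; peak over a dose series mostly up to 46.1 µM; percent activity relative to internal control wells on each plate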
# Starred values were filed as active, the others as inactive; i = inactive; ? = inconclusive; . = no result given; [ ] = dose if it differs, or a comment. % is scaled to controls: 0 for no effect and ±100 for the full control effect; potency is read from the fitted curve at half-maximal effect. Only part of the results is shown; the hit share may differ from the screen's.
# Below each SMILES – S3 lipid droplet, S3 lipid droplet cell count max
> CCOCC(O)CNC(=O)c1ccc(OC2CCN(C(=O)c3cccnc3)CC2)cc1 (configuration not stated)
    -2%, 18
> O=C(COc1ccccc1[N+](=O)[O-])N/N=C/c1cccc(OC(=O)c2ccc3c(c2)OCO3)c1
    ?, .
> Cc1nc(NC(=O)C2CC3CCCC(C2)C3=O)sc1C (configuration not stated)
    ?, .
> COc1ccc(NC2=C(C)C(=O)CC2)cc1
    3%, -1
> Cc1ccn2c(Nc3ccccc3C)c(-c3cccnc3)nc2c1
    ?, .
> CCCc1nn2c(=O)cc(O)nc2s1
    11%, 7
> Nn1c(SCc2ccc(F)cc2)nnc1-c1cccnc1
    0%, 19
> Oc1ccccc1/C=N/n1c(COc2ccccc2)n[nH]c1=S
    i, -1
> CCN(CC)CCN1C(=O)c2oc3ccccc3c(=O)c2C1c1ccccc1 (configuration not stated)
    20%, 0
> COC(=O)c1ccc(CSc2nc3ccccc3c(=O)n2CC(C)C)o1
    ?, .
> CC1(C)CC(=O)/C(=C(/O)CCCN2C(=O)c3ccccc3C2=O)C(=NC(C)(C)C)C1
    i, .
> O=C(O)c1ccc(-c2ccc(Cl)cc2Cl)o1
    i, .
> COc1ccc(/C=C2\SC(=O)N(CCC(=O)NC3CCS(=O)(=O)C3)C2=O)cc1 (configuration not stated)
    ?, .
> Cc1nc2sc(C(c3ccccc3)N3CCN(C(=O)c4ccco4)CC3)c(O)n2n1 (configuration not stated)
    4%, 2
> CC(C)(C)c1ccc(OCC(=O)NNC(=S)NC(=O)c2ccccc2[N+](=O)[O-])c(Br)c1
    ?, .
> O=C(COc1ccc(Cl)cc1Cl)N/N=C1\CCCc2ccccc21
    ?, .
> CCCC(=O)Nc1ccccc1NC(=O)CCC
    i, .
> CCOc1cc(C2/C(=C(/O)c3ccc(OC(C)C)cc3)C(=O)C(=O)N2CCCOC)ccc1O (configuration not stated)
    ?, .
> CCN1/C(=C/c2ccc3ccccc3[n+]2CC)C=Cc2ccccc21
    ?, .
> Cc1cc(C)nc(NC(=O)c2ccc([N+](=O)[O-])o2)n1
    ?, .

# Overlap with the part before: two compounds, followed by the next part.
# Below each SMILES – S3 lipid droplet, S3 lipid droplet cell count max
> CCN1/C(=C/c2ccc3ccccc3[n+]2CC)C=Cc2ccccc21
    ?, .
> Cc1cc(C)nc(NC(=O)c2ccc([N+](=O)[O-])o2)n1
    ?, .
> CN(C(=O)CCn1c(=S)oc2ccccc21)C1CCCCC1
    ?, .
> Cc1cc(NC(=O)CC(CN(C)S(=O)(=O)c2ccccc2)c2ccccc2)no1 (configuration not stated)
    1%, 3
> CN(CC(=O)O)S(=O)(=O)c1ccc2c(c1)NC(=O)CC(=O)N2
    ?, .
> N#Cc1c(N2C(=O)c3ccc(C(=O)O)cc3C2=O)sc2c1CCCC2
    ?, .
> COc1ccc(-c2cc(C(=O)Nc3ccc(S(N)(=O)=O)cc3)c3ccccc3n2)cc1OC
    15%, 8
> Brc1ccc(COc2ncnc3ccccc23)cc1
    ?, .
> O=C(OCC#CCSc1nnc(-c2ccncc2)o1)c1cccs1
    i, .
> COc1cc(OC)cc(C(=O)OCC(=O)NCCCc2ccccc2)c1
    7%, 1
> CS(=O)(=O)N1CCC(C(=O)Nc2cccc(F)c2)CC1
    ?, .
> CCCC(=O)Nc1nnc(S(=O)(=O)N(CC(C)C)c2ccccc2)s1
    ?, .
> CC(=O)Nc1ccc(-c2csc(NC(=O)Cc3cccc(F)c3)n2)cc1
    ?, .
> CCn1c(CO)nc2c1c(=O)[nH]c(=O)n2Cc1ccccc1
    ?, .
> O=c1[nH]cnc(O)c1C(c1ccc(Br)cc1)c1c(O)nc[nH]c1=O
    0%, 15
> COCCN(C(=O)c1ccc(-c2ccc(Cl)cc2)o1)c1c(N)n(Cc2ccccc2)c(=O)[nH]c1=O
    ?, .
> CCOC(=O)c1c(NC(=O)CSc2nnnn2C)sc(C)c1C
    -13%, 7
> CC(C)(C)NC(=O)CCN(/N=C/c1ccncc1)C1=NS(=O)(=O)c2ccccc21
    ?, .
> Cc1ccc(-n2sc3ccccc3c2=O)cc1S(=O)(=O)N1CCCCC1
    ?, .
> CCCc1ccc(O)c(N=Cc2cc(Br)cc(OCC)c2O)c1
    1%, -8
> COc1cc2c(cc1OC)C(C)N(C(=O)c1ccc(C)o1)CC2 (configuration not stated)
    ?, .
> CCN(CCO)c1ncnc2c1sc1nc(CC(C)C)c3c(c12)CC(C)(C)OC3
    ?, .

# Of the compounds above, three have a Cl atom.
# Below each SMILES – S3 lipid droplet, S3 lipid droplet cell count max
> O=C(O)c1ccc(-c2ccc(Cl)cc2Cl)o1
    i, .
> O=C(COc1ccc(Cl)cc1Cl)N/N=C1\CCCc2ccccc21
    ?, .
> COCCN(C(=O)c1ccc(-c2ccc(Cl)cc2)o1)c1c(N)n(Cc2ccccc2)c(=O)[nH]c1=O
    ?, .

# Additional compounds:
# Below each SMILES – S3 lipid droplet, S3 lipid droplet cell count max
> CCOC(=O)c1c(-c2ccc(C)cc2)csc1NC(=O)c1cccc(N2C(=O)CCC2=O)c1
    ?, .
> CCc1ccc(NC(=O)c2cc3c(C)nc4ccccc4c3o2)cc1
    ?, .
> O=C(COC(=O)c1ccc(Sc2ccccc2)c([N+](=O)[O-])c1)NC1CCCc2ccccc21 (configuration not stated)
    ?, .
> COc1ccc(NC(=O)C2C3C=CC(O3)C2C(=O)NCc2cccnc2)cc1 (configuration not stated)
    24%, 19
> CCc1cc2c(cc3c(=O)n(CC(=O)N4CCN(c5ccccn5)CC4)nc(CC)n32)s1
    4%, -7
> CCNc1nc(N)c(C(=C(C#N)C#N)c2ccccc2)s1
    -2%, -3
> COc1cccc(N(CC(=O)NC2CCCCC2)C(=O)CCC(=O)Nc2nc(C)cs2)c1
    ?, .
> Cc1nc(N2CCN(c3ccccc3)CC2)nc2c1C(=O)CC(c1ccccc1)C2 (configuration not stated)
    ?, .
> O=C(Nc1ccc(S(=O)(=O)N2CCCCC2)cc1)C1CC(=O)N(c2ccc(F)cc2)C1 (configuration not stated)
    ?, .
> CC(=O)Nc1ccccc1C(=O)C(=O)O
    -7%, 4
> CCOC(=O)N1CCN(C(=O)c2c[nH]c3ccc(S(=O)(=O)N(C)c4ccc(F)cc4)cc3c2=O)CC1
    ?, .
> O=C(COc1ccc(Cl)cc1Cl)N/N=C/c1ccccn1
    ?, .
> COc1cccc(NC(=O)CSCc2cc(=O)n3ccsc3n2)c1
    ?, .
> Cc1ccc(C)c(NC(=O)CSc2ccc(-c3ccco3)nn2)c1
    -14%, -11
> Cc1nnc(SC(C)C(=O)NC2CCCCC2)s1 (configuration not stated)
    ?, .
> Cc1nc2ccccc2n1C1CC(=O)N(Cc2ccccc2)C1=O (configuration not stated)
    ?, .
> CC(=O)c1nc(N2C(=O)C3CC=C(C)CC3C2=O)sc1C (configuration not stated)
    ?, .
> CCS(=O)(=O)N1Cc2ccccc2CC1C(=O)Nc1cccc(OC)c1 (configuration not stated)
    ?, .
> C=CCc1ccc(OCCCOc2ccc(C(=O)O)cc2)c(OC)c1
    22%[9.22 µM], 9
> CC(C)CN(C(=O)CN1CCN(c2ccc(F)cc2)CC1)c1c(N)n(CC(C)C)c(=O)[nH]c1=O
    -8%, -12

# (cont.)
# Below each SMILES – S3 lipid droplet, S3 lipid droplet cell count max
> O=C(COC(=O)c1ccc(S(=O)(=O)N2CCOCC2)cc1)Nc1nc(-c2ccccc2)cs1
    i, 21
> CCOC(=O)N1CCN(S(=O)(=O)c2c(C(=O)N3CCCCC3)c(C)n(C)c2C)CC1
    ?, .
> O=C(Nc1ccc2c(c1)OCO2)c1ccc(N2C(=O)c3ccccc3C2=O)cc1
    16%, 2
> O=C(NCc1ccncc1)C(=O)NCC1OCCCN1S(=O)(=O)c1ccccc1 (configuration not stated)
    ?, .
> O=C(COC(=O)CSc1ccc(F)cc1)NCc1ccco1
    7%, -15
> O=C1CC(NCc2cccs2)C(=O)N1c1ccc(Cl)cc1 (configuration not stated)
    7%, 16
> O=C(CCN1C(=O)c2ccccc2C1=O)Nc1ccncc1
    ?, .
> Cn1c(=O)c2c(nc(CN3CCN(CCO)CC3)n2CCc2ccccc2)n(C)c1=O
    ?, .
> COc1ccc(CC(=O)NNC(=O)CCc2ccccc2)cc1OC
    -13%, 16
> CCOC(=O)c1cnc2ccc(C)cc2c1Sc1ccccc1C(=O)OC
    ?, .
> CC(=O)Nc1ccc(S(=O)(=O)NCCSCc2ccco2)cc1
    7%, 1
> COc1cc(NC(=O)C(=O)NCCN2CCNCC2)c(OC)cc1Cl
    -2%, 17
> C=CCOC(=O)C1=C(C)NC(SCC(=O)Nc2ccccc2)=C(C#N)C1c1ccco1 (configuration not stated)
    ?, .
> Cc1nc2ccc(Cl)cn2c1C(=O)NN
    ?, .
> COCCCNc1nc2nonc2nc1N1CCC(C(C)N2CCOCC2)CC1 (configuration not stated)
    -7%, 13
> CCOC(=O)C1(CCc2ccccc2)CCN(Cc2ccc(C(=O)OC)cc2)CC1
    i, .
> O=C(CCC(=O)OCc1ccc(Br)cc1)Nc1ccccc1
    ?, .
> COC(=O)c1c(NC(=O)C2SC(=NC3CCCCC3)C(C(N)=O)=C2N)sc2c1CCCC2 (configuration not stated)
    ?, .
> Cc1ccc(C2C3=C(CC(C)(C)CC3=O)Nc3n[nH]c(C)c32)cc1 (configuration not stated)
    17%, 8
> CCn1cc(CN2CCC(n3nccc3NC(=O)Cc3ccccc3)CC2)cn1
    1%, 18

# Other records follow.
# Below each SMILES – S3 lipid droplet, S3 lipid droplet cell count max
> CC(C)(C)c1ccc(C(=O)Cn2nc(C(=O)O)c3ccccc3c2=O)cc1
    -3%, -11
> NC(=O)C(=O)N/N=C/c1cccc(C(F)(F)F)c1
    ?, .
> COc1ccc(N=C2SC(C(=O)O)CC(=O)N2Cc2ccc(OC)c(OC)c2)cc1 (configuration not stated)
    25%, 2
> N#CCCn1cc(C(=O)N2CCCCC2)c(-c2ccc([N+](=O)[O-])cc2)n1
    ?, .
> O=C(OCc1cccc(C(F)(F)F)c1)c1ccc[nH]c1=O
    ?, .
> CCOc1ccc(C(=O)NC(C)C2COc3ccccc3O2)cc1 (configuration not stated)
    ?, .
> CC(=O)N1CCN(c2ccc(NS(=O)(=O)c3ccc(C)cc3)cc2)CC1
    ?, .
> CC(C)OCCCN1C(=O)c2[nH]nc(-c3ccccc3O)c2C1c1cccc(Cl)c1 (configuration not stated)
    ?, .
> Cn1c2ccccc2c2nn(-c3ccccc3)c(=O)cc21
    ?, .
> CC(c1ccccc1)N1CCN(C(=O)CCl)CC1 (configuration not stated)
    -11%, -1
> COc1ccc(C2C(C(C)=O)=C(O)C(=O)N2c2ccc(Br)cn2)cc1 (configuration not stated)
    8%, 0
> CCOC(=O)c1cc2c(C)n(-c3ccc(OCC)cc3)c(C)c2ccc1=O
    ?, .
> CN1CCN(Cc2c(C#N)c3ccccc3n2C)CC1
    ?, .
> CN=c1scc(-c2ccc(Cl)cc2)n1C
    1%, 8
> O=C(NCc1ccccn1)C12CC3CC(CC(C3)C1)C2
    -26%, -4
> O=C(OCCCCN1C(=O)c2ccccc2C1=O)c1n[nH]c2ccccc12
    i, .
> S=c1[nH]ccn1Cc1ccccc1
    ?, .
> CC1=NN(c2ccccc2)C(=O)C1N=Nc1cccc(O)c1 (configuration not stated)
    ?, .
> O=C1OC(C(=O)Nc2ccccc2)Cc2ccccc21 (configuration not stated)
    ?, .
> CCn1nc(C(=O)Nc2ccccc2C)c(Cl)c1Cl
    ?, .

# The results go on.
# Below each SMILES – S3 lipid droplet, S3 lipid droplet cell count max
> CC(=O)c1cccc(NC(=S)NC(=O)c2cccc(C)c2)c1
    ?, .
> O=C1c2oc3ccc(Br)cc3c(=O)c2C(c2cccc(F)c2)N1CCO (configuration not stated)
    ?, .
> CCn1nc(NS(=O)(=O)c2ccccc2)c2cc3cccc(C)c3nc21
    12%, -3
> COc1cccc(C(=O)COc2ccc(NC(=O)c3ccccc3)cc2)c1
    ?, .
> Cc1ccc(CCNS(=O)(=O)c2ccc(C)cc2)cc1
    ?, .
> O=C(CSc1nnc(NC(=O)c2c(F)cccc2F)s1)NC1CC1
    ?, .
> N#C/C(=C\c1ccc(-c2nc3ccccc3s2)o1)C(N)=O
    ?, .
> COc1ccccc1-n1c(CNC(=O)COc2ccccc2)n[nH]c1=S
    i, .
> CC(=NCCCNC1CCCCC1)C1=C(O)CC(C)(C)CC1=O
    ?, .
> COc1ccc(N2CCN(S(=O)(=O)c3cc4c5c(c3)C(C)C(=O)N5CCC4)CC2)cc1 (configuration not stated)
    i, .
> CCc1c(-c2ccccc2)nc2sc3c(c2c1N)CCCC3
    -6%, -3
> O=C(c1ccccc1Br)N1CCn2c1nc1ccccc12
    ?, .
> O=C(CSc1nc2ccccc2c(=O)n1Cc1ccco1)NCCN1C(=O)CSC1=O
    4%, 7
> CCCCN(C)C(=O)c1sc2ncn(CC)c(=O)c2c1C
    ?, .
> COC(=O)c1cc(S(=O)(=O)NCC2CCN(Cc3cc(C)ccc3C)CC2)cn1C
    ?, .
> COCCNC(=S)N1CCN(c2nc(-c3ccccc3)cs2)CC1
    -9%, -8
> O=C(Cn1nc2n(c1=O)-c1ccccc1SC2)N/N=C/c1ccncc1
    ?, .
> Cc1ccc(-n2nnnc2-c2cnc(-c3cccnc3)nc2C(F)(F)F)cc1
    ?, .
> Cc1ccc(C)c(NC(=O)NCc2ccccn2)c1
    ?, .
> CC1CC(C)CN(CC(=O)NNC(=O)COc2ccc(Cl)cc2)C1 (configuration not stated)
    ?, .
> COc1ccc(-c2nc(CSCC(=O)N3CCc4ccccc4C3)c(C)o2)cc1OC
    i, .
